Screening data from PubChem BioAssay.
Glioma ERSR ind: qHTS for Inducers of the Endoplasmic Reticulum Stress Response (ERSR) in Human Glioma: qHTS; Potency, µM, for the others: at the top dose activation, most hits filed as activators; AID 602332, 2012; U87-MG GRP78 promoter luciferase reporter, 16 h; actives 0.02% (n = 420,000); note: potency is the fitted concentration of half-maximal effect; series mostly up to about 76 µM; % of control where 0% means no effect; nearly all actives have a fitted effect of over 35% in size
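Stably transfected U87-MG human glioma cells carrying a GRP78-based luminescent sensor were seeded at 1000 cells/well, pin-dosed with compounds and incubated 16 h. Luciferase reagent was then added, and end-point luminescence was read after 10 min at room temperature.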
D2 antagonist: HTS Assay for Allosteric Antagonists of the Human D2 Dopamine Receptor: Primary Screen for Antagonists; D(2) dopamine receptor (Homo sapiens), P14416; HEK293 TREx D2 cells, calcium flux, dopamine EC80; inhibition, % at 10 µM; actives 2% (n = 340,000); AID 485344, 2010; in the data active = inhibition above about 30%; note: 0% is about no effect
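HEK293 T-REx D2 cells, tet-induced, calcium dye no-wash. Cpd pintool add, 180 s kinetic, then EC80 DA, 180 s kinetic. Ca flux read.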
12-LOX inh: Primary qHTS assay for inhibitors of human arachidonate 12S-lipoxygenase (ALOX12): Round 2. AID 1671190, 2021. actives 1.1% (n = 580,000). Potency, µM (highest dose often 108 µM), inactives show at the highest dose activity change, negative = inhibition, usual class: inhibitors. Polyunsaturated fatty acid lipoxygenase ALOX12 (Homo sapiens), P18054. purified 12hLO, xylenol orange hydroperoxide absorbance; note: potency is the fitted concentration of half-maximal effect; % is set by controls: 0 for no effect and ±100 for the full control effect
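Hydroperoxide product was detected by ferrous iron/xylenol orange as the 573 to 405 nm absorbance ratio. Arachidonic acid at 40 uM (final) was turned over for 30 min at room temperature by 150 nM human 12hLO, pH 7.0 Hepes buffer, after 15 min compound preincubation.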
Vif-A3F inh: qHTS for Inhibitors of Vif-A3F Interactions: qHTS | HeLa A3F-eYFP + Vif (tagged APOBEC3F with the HIV-1 protein that degrades it), YFP fluorescence increase | Potency, µM (top dose mostly 46.1 µM), inactives show top-dose activity, negative = active | actives 0.2% (n = 390,000) | AID 602313, 2012; note: potency is the fitted concentration of half-maximal effect; % of control where 0% means no effect; nearly all actives have a fitted effect of over 65% in size
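HeLa cells stably expressing Vif plus C-terminally eYFP-tagged A3F were seeded, incubated overnight at 37 deg C, dosed with compound, incubated overnight again at 37 deg C. Yellow fluorescence (Ex 488/Em 500-530) reported blocked Vif-mediated A3F-eYFP degradation.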
Vif-APOBEC3G blk: qHTS for Inhibitors of Vif-A3G Interactions: qHTS. DNA dC->dU-editing enzyme APOBEC-3G (Homo sapiens), Q9HC16. HeLa A3G-eYFP + Vif (tagged APOBEC3G with the HIV-1 protein that degrades it), YFP fluorescence, overnight. Potency, µM (highest dose often 46.1 µM), for inactives: top-dose activity, negative = active, hits mostly inhibitors. actives 0.076% (n = 410,000);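 note: potency is the fitted concentration of half-maximal effect; % is set by controls: 0 for no effect and ±100 for the full control effect; nearly all actives have a fitted effect of over 60% in size; hits raise eYFP signal because A3G escapes Vif-driven loss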
Target sequence (Q9HC16 whole entry, looked up): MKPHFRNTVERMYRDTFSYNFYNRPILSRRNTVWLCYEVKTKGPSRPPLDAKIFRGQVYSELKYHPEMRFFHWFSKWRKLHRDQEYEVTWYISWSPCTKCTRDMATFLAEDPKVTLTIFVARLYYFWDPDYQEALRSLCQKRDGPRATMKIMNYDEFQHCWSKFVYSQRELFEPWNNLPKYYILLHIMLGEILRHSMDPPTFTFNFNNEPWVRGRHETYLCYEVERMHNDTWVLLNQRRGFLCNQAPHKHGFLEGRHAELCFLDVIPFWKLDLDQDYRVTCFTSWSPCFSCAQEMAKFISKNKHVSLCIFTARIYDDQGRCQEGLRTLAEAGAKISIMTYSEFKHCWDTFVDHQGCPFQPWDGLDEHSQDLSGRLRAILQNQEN
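Read-out is eYFP fluorescence (Ex 488/Em 500-530) from Vif-expressing HeLa A3G-eYFP cells; more signal means A3G escaped Vif-mediated degradation. Cells plated overnight, compound pinned in, incubated overnight at 37 deg C.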
LDHA inh: qHTS assay for inhibitors of human lactate dehydrogenase | L-lactate dehydrogenase A chain (Homo sapiens), P00338 | purified LDHA, NADH/diaphorase-resazurin fluorescence; active compounds read low | activity change, % (values are at about 110 or 230 µM) | actives 0.15% (n = 480,000) | AID 1347041, 2019; in the data active = activity change below about -30%; inconclusive = mostly about -25% to -30%;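 note: plate controls were DMSO wells for no effect and wells without enzyme for full effect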
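Human LDH5 (2 nM) was incubated with 0.06 mM NADH and 0.2 mM pyruvate for 5 min at room temperature in Tris pH 7.4. Remaining NADH was coupled through diaphorase/resazurin, and resorufin fluorescence was read at 0 and 20 min.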
D2 ag: HTS Assay for Allosteric Agonists of the Human D2 Dopamine Receptor: Primary Screen for Agonists; activation, % at 2 µM; D(2) dopamine receptor (Homo sapiens), P14416; HEK293 T-REx D2 cells, calcium flux agonist mode; actives 0.53% (n = 340,000);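 active = activation over 3 SD above normal in the single-dose calcium agonist read, cut at about 30% in these data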; note: 0% is about no effect
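Calcium-flux readout, 1 cycle/sec over 180 s following compound pin transfer, in inducible HEK293 Trex D2 cells (force-coupled); dopamine controls included. Positive calcium responses during this window marked compounds as potential agonists.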
ERG-DNA inh: qHTS for Small Molecule Inhibitors of the ERG Ets/DNA interaction; Transcriptional regulator ERG (Homo sapiens), P11308; fluorescence polarization, His-ERG Ets domain / labelled DNA; Potency, µM (highest dose often 76.9 µM), without a hit: at the highest dose FP activity, negative = inhibition, hits mostly inhibitors; actives 0.028% (n = 370,000); active = well fitted inhibition curve with a large enough effect in the polarisation, with a control signal flat; inconclusive = small, poorly fitted or top-dose-only effect, or effect the other way, or a change in a side signal; inactive = no such curve, though single readings can be large or run the other way; the % refers to the polarisation;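 note: polarization taken with two DNA probes labelled with fluorescein and Texas red; potency is the fitted concentration of half-maximal effect; % of control where 0% means no effect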
Target sequence (P11308 whole entry, looked up, the tested form may be a part): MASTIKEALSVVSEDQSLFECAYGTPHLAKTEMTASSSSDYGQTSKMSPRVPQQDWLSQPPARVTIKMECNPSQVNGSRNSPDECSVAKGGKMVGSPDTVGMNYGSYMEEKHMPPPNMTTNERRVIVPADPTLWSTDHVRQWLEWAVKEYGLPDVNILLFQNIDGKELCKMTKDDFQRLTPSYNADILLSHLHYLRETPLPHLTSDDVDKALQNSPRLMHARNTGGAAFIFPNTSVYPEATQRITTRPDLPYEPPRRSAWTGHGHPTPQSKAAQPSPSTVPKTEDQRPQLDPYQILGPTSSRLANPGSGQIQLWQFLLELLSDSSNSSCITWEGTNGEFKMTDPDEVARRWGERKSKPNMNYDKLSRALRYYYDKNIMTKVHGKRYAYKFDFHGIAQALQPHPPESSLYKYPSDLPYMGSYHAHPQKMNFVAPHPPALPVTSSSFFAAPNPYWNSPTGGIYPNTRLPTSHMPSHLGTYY
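His-tagged ERG Ets domain (1 uM in the protein solution; 300mM KCl, 50mM Tris-HCl, 1mM EDTA, 1mM DTT, pH 7.5) received compound, then a probe mix of 5 nM fluorescein-DNA and 100nM Texas-615-DNA. Fluorescence polarization was read for both dyes.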
RGS4 inhibitor: Inhibitors of Regulator of G Protein Signaling (RGS) 4: qHTS. Transcreener GDP fluorescence polarization, RGS4-accelerated GTP hydrolysis. Potency, µM (top dose mostly 114 µM), for the others: at the highest dose activity change, negative = inhibition, usual class: inhibitors. actives 0.039% (n = 390,000). AID 504845, 2011; note: potency is the fitted concentration of half-maximal effect; % is set by controls: 0 for no effect and ±100 for the full control effect; nearly all actives have a fitted effect of over 75% in size; some results filed as inactive show a strong effect at the top dose
Target sequence (P49798 whole entry, looked up): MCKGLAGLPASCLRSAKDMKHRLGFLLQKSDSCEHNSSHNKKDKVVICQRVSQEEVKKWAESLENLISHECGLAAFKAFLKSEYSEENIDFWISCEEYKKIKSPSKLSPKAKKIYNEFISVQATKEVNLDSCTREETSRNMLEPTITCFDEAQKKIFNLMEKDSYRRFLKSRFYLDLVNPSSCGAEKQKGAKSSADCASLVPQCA
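MLSMR compounds (23 nl, pin-transferred) preincubated 10 min at room temperature with a 500nM (2x) first reagent, then RGS4 at 900nM (2x) plus Transcreener GDP mix added; fluorescence polarization (620/688 nm) read before and after 90 min at 30 °C.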
An asterisk follows results filed as active; [ ] = another dose, or the depositor's remark. Unless noted, calls come from the whole dose curve; as a rule, active = well fitted curve in the direction sought with a large enough effect; inconclusive = small, poorly fitted or top-dose-only effect, or another doubt; inactive = no such curve, though single readings can be large; an effect the other way counts as inactive or inconclusive.

CC1CCCN(C(=O)CN2C(=O)NC3(CCCCC3C)C2=O)C1 (configuration not stated) was read as Glioma ERSR ind -1.3%, D2 antagonist -5.1, 12-LOX inh -13.6%, Vif-A3F inh -11.9%, Vif-APOBEC3G blk 2.3%, LDHA inh -9.2, D2 ag -0.6, ERG-DNA inh 7.5% and RGS4 inhibitor 5.4%.
O=[N+]([O-])c1ccccc1S(=O)(=O)NCCc1ccncc1 was read as Glioma ERSR ind 0.0%, D2 antagonist -0.5, 12-LOX inh -30.4%, Vif-A3F inh 8.8%, Vif-APOBEC3G blk 5.2%, LDHA inh -7.3, D2 ag -1.1, ERG-DNA inh -0.8% and RGS4 inhibitor -13.8%.
For O=C(O)CCC(=O)N1CCc2cc(S(=O)(=O)NCc3ccc(Cl)cc3)ccc21 the results were Glioma ERSR ind -4.4%, D2 antagonist 7.4, 12-LOX inh -22.9%, Vif-A3F inh -15.8%, Vif-APOBEC3G blk -2.8%, LDHA inh -1.3, D2 ag 1.6, ERG-DNA inh 0.0% and RGS4 inhibitor 16.8%.
For CC(C)Oc1ccc(CN2CCC(n3nccc3NC(=O)c3cccnc3)CC2)cc1 the results were Glioma ERSR ind -3.9%, D2 antagonist -8.0, 12-LOX inh 0.0%, Vif-A3F inh 0.7%, Vif-APOBEC3G blk -3.8%, LDHA inh -1.2, D2 ag 1.3, ERG-DNA inh -3.7% and RGS4 inhibitor -10.4%[56.9 µM].
`O=C(COC(=O)COc1ccc(Cl)cc1Br)NC1CCCC1` gave Glioma ERSR ind -4.3%, 12-LOX inh -14.8%, Vif-A3F inh -7.4%, Vif-APOBEC3G blk -4.1% and LDHA inh -2.8.
Nc1nc(SC23CC4CC(CC(C4)C2)C3)ns1 was read as Glioma ERSR ind -0.2%, D2 antagonist -8.8, 12-LOX inh -9.8%, Vif-A3F inh inconclusive, Vif-APOBEC3G blk 2.6%, LDHA inh -6.7, D2 ag -0.4, ERG-DNA inh 1.5% and RGS4 inhibitor -13.1%.
For Cc1cc(C)c(S(=O)(=O)N2C=CC(C(F)(F)F)=NCC2)c(C)c1 the results were Glioma ERSR ind -1.7%, D2 antagonist -10.1, 12-LOX inh 222.1%[activator][57.4 µM], Vif-A3F inh -2.9%, Vif-APOBEC3G blk 0.9%, LDHA inh -5.2, D2 ag -0.2, ERG-DNA inh -12.0% and RGS4 inhibitor 10.0%.
`CCc1ccc(NC(=O)C(C)OC(=O)Cc2cc(OC)c(OC)c(OC)c2)cc1` (configuration not stated) gave Glioma ERSR ind -0.5%, 12-LOX inh -4.4%, Vif-A3F inh 0.4%, Vif-APOBEC3G blk -1.9%, LDHA inh 0.2, ERG-DNA inh -4.1% and RGS4 inhibitor -7.0%.
For COc1cc(CNCc2ccc(OC)c(OC)c2OC)cc(OC)c1 the results were Glioma ERSR ind -4.3%, D2 antagonist -18.4, 12-LOX inh 1.1%, Vif-A3F inh -2.4%, Vif-APOBEC3G blk -0.1%, LDHA inh -23.5, D2 ag 0.5, ERG-DNA inh 5.9% and RGS4 inhibitor -5.5%.
`Cc1onc(-c2ccccc2)c1C(=O)OCC(=O)Nc1ccc(Cl)cc1` gave Glioma ERSR ind -5.2%, D2 antagonist 37.4*, 12-LOX inh -29.6%, Vif-A3F inh 3.1%, Vif-APOBEC3G blk 0.0%, LDHA inh -6.6, D2 ag -0.1, ERG-DNA inh 2.2% and RGS4 inhibitor 8.0%.
`C[C@@H]1CCCCO[C@H](CN(C)C(=O)c2ccccc2)[C@@H](C)CN([C@H](C)CO)C(=O)c2cc(NC(=O)c3ccncc3)ccc2O1` gave Glioma ERSR ind -1.9%, 12-LOX inh -7.7%, Vif-A3F inh -2.5%, Vif-APOBEC3G blk -5.8% and LDHA inh -0.5.
CCOc1ccc(Oc2cc(N)cc([N+](=O)[O-])c2)cc1 was read as Glioma ERSR ind 1.6%, D2 antagonist -1.6, 12-LOX inh -17.6%, Vif-A3F inh inconclusive, Vif-APOBEC3G blk -22.6%, LDHA inh -0.6, D2 ag 0.0, ERG-DNA inh -18.2% and RGS4 inhibitor 4.0%.
`CCc1nc2ccc(C(=O)N(C)CCCN(C)C)cn2c1N(CC)CCOC` gave Glioma ERSR ind -4.7%, 12-LOX inh -14.6%, Vif-APOBEC3G blk -3.5% and LDHA inh -16.2.
`O=C(NC1CCCCC1)c1cccnc1Sc1ccccc1Cl` gave Glioma ERSR ind -2.8%, D2 antagonist 8.9, 12-LOX inh 10.8%, Vif-A3F inh 4.9%, Vif-APOBEC3G blk -4.5%, LDHA inh 1.7, D2 ag 0.6, ERG-DNA inh -0.5% and RGS4 inhibitor -9.1%.
Screening Cc1cccc(N(CC(=O)NC2CCCC2)C(=O)CCCC(=O)Nc2ccccn2)c1 returned Glioma ERSR ind -2.3%, D2 antagonist -7.1, 12-LOX inh 0.3%, Vif-A3F inh 0.0%, Vif-APOBEC3G blk -0.3%, LDHA inh 2.1, D2 ag -0.8, ERG-DNA inh 9.0% and RGS4 inhibitor -8.3%.
Screening C=CCn1c(SCC(=O)c2ccc(O)c(O)c2)nnc1-c1ccc(C)cc1 returned Glioma ERSR ind -1.8%, D2 antagonist 3.0, 12-LOX inh inconclusive, Vif-A3F inh -2.0%, Vif-APOBEC3G blk -8.2%, LDHA inh 1.1, D2 ag -1.5, ERG-DNA inh -0.6% and RGS4 inhibitor -12.2%.
Screening Cc1nnc(NC(=O)CSc2nnc(C(C)NC(=O)c3ccccc3F)n2C)s1 (configuration not stated) returned Glioma ERSR ind 1.9%, D2 antagonist 16.0, 12-LOX inh -1.5%, Vif-A3F inh -1.1%, Vif-APOBEC3G blk -7.0%, LDHA inh -4.5, D2 ag 0.4, ERG-DNA inh -12.1% and RGS4 inhibitor -10.7%.
COc1ccc(OC)c(CNS(=O)(=O)c2ccc(-c3cc(C(F)(F)F)on3)s2)c1 was read as Glioma ERSR ind 1.1%, 12-LOX inh -25.6%, Vif-A3F inh -1.1%, Vif-APOBEC3G blk -0.6%, LDHA inh -4.9, D2 ag 0.4, ERG-DNA inh -0.9% and RGS4 inhibitor -30.6%.
For Cc1noc(C)c1CS(=O)(=O)c1ccc(Br)cc1 the results were Glioma ERSR ind -5.1%, D2 antagonist 11.6, 12-LOX inh -19.3%, Vif-A3F inh 6.1%, Vif-APOBEC3G blk -0.8%, LDHA inh -5.8, D2 ag 0.4 and RGS4 inhibitor -11.8%.
O=C(Nc1ccccc1Cl)c1cc(C2CCCN(C(=O)c3cccs3)C2)on1 (configuration not stated) was read as Glioma ERSR ind -2.6%, 12-LOX inh -7.7%, Vif-APOBEC3G blk -4.2% and LDHA inh -9.1.
For COc1ccc(S(=O)(=O)N2CCN(Cc3cccc(OC)c3)CC2)cc1 the results were Glioma ERSR ind -2.8%, D2 antagonist 8.2, 12-LOX inh inconclusive, Vif-A3F inh 0.7%, Vif-APOBEC3G blk 3.1%, LDHA inh -5.6, D2 ag -0.3, ERG-DNA inh 16.6% and RGS4 inhibitor -10.9%.
For OCCC1CN(Cc2ccc3c(c2)CCO3)CCN1Cc1ccc(F)cc1 (configuration not stated) the results were Glioma ERSR ind -2.5%, D2 antagonist 0.7, 12-LOX inh 0.3%, Vif-A3F inh 0.0%, Vif-APOBEC3G blk 0.8%, LDHA inh -7.5, D2 ag -1.2, ERG-DNA inh -6.3% and RGS4 inhibitor 18.3%.
`Nc1c(-c2ccccc2)cnn1-c1ccc(C(=O)O)cc1` gave Glioma ERSR ind -8.5%, D2 antagonist -20.3, 12-LOX inh 18.3%, Vif-A3F inh 1.7%, Vif-APOBEC3G blk -0.5%, LDHA inh -6.7, D2 ag 0.3, ERG-DNA inh -4.3% and RGS4 inhibitor 22.5%.
`CCCc1nc2c(C)ccc(C)c2c(N)c1CC` gave Glioma ERSR ind -5.0%, D2 antagonist 0.9, 12-LOX inh inconclusive, Vif-A3F inh -0.9%, Vif-APOBEC3G blk 0.3%, LDHA inh -10.2, D2 ag 0.0, ERG-DNA inh 2.9% and RGS4 inhibitor 6.1%.
For CN(CC(=O)Nc1ccc(F)c(F)c1F)C(=O)C1CCN(C(=O)Nc2ccccc2)CC1 the results were Glioma ERSR ind -1.4%, D2 antagonist -3.8, 12-LOX inh -5.3%, Vif-A3F inh -6.0%, Vif-APOBEC3G blk -0.7%, LDHA inh -11.5, D2 ag -0.4, ERG-DNA inh -18.0% and RGS4 inhibitor 7.2%.
COCc1cccc(-c2csc(C(O)c3ccc(OC)cc3)n2)c1 (configuration not stated) was read as Glioma ERSR ind -0.1%, 12-LOX inh -12.0%, Vif-APOBEC3G blk 2.4% and LDHA inh -1.9.
Cc1ccc(S(=O)(=O)N2CCCCC2)cc1NC(=O)c1cc(=O)[nH]c2ccccc12 was read as Glioma ERSR ind 4.8%, D2 antagonist -9.1, 12-LOX inh -3.7%, Vif-A3F inh 8.4%, Vif-APOBEC3G blk 1.4%, LDHA inh 1.5, D2 ag -0.1, ERG-DNA inh -0.3% and RGS4 inhibitor 11.1%.

The list is partial; rates above refer to the full screens.
